Bioassay records as filed in PubChem.
Chronic BCR inh – qHTS Assay to Find Inhibitors of Chronic Active B-Cell Receptor Signaling. ABC-DLBCL IkBa-CBG/CBR reporter, luminescence ratio, 4 h. Potency, µM (series often up to 46.1 µM), for inactives: at the highest dose ratio change, negative = lower green/red ratio, hits mostly inhibitors. 0.05% of 340,000 active; active = well fitted inhibition curve with a large enough effect in the signal ratio, with a control signal flat, not every such curve was filed as active; inconclusive = small, poorly fitted or top-dose-only effect, or effect the other way, or a change in a side signal; the % refers to the signal ratio;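 note: potency is the fitted concentration of half-maximal effect; plate controls were basal doxycycline-induced cells for no effect and cells given 10 µM MG132 for full effect; MG132 reads +100%, hits lower the ratio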
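Cell line TMD8 (human ABC DLBCL), stably expressing tet-inducible CBG68-IkBa fusion and CBR; IMDM/0.5% FBS; cpd up to 46 uM; dox induction, 4 h, 37C/5% CO2; dual luminescence; green/red ratio; MG132 control.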
TSHR antagonist – Antagonists of the Thyroid Stimulating Hormone Receptor: HTS campaign | Thyrotropin receptor (Homo sapiens), P16473 | TSHR-expressing cells, TSH-stimulated cAMP HTRF, 2 h; active compounds read low | activity change, negative = inhibition, % at 11.5 µM | 0.2% of 330,000 active;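 active = activity change below a set negative limit, meaning inhibition stronger than a set level, cut at about -70% in these data; inconclusive = activity change between two set negative limits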; note: % is set by controls: 0 for no effect and ±100 for the full control effect
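TSHR-expressing cells, 200/well, pre-treated with compound, then stimulated with EC80 TSH (4nM final) for 2 hours at 37 deg C. cAMP measured by competitive HTRF: anti-cAMP cryptate antibody in lysis buffer plus cAMP-d2, read after 30 minutes at room temperature.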
uPA surface inh – qHTS for Inhibitors of Cell Surface uPA Generation; cell surface uPA generation assay, qHTS; Potency, µM (highest dose often 38.3 µM), for the others: at the top dose activity change, negative = inhibition, actives largely listed as inhibitors; 0.31% of 330,000 active; AID 540303, 2011; active = well fitted inhibition curve with a large enough effect; inconclusive = small, poorly fitted or top-dose-only effect; inactive = no such curve, though single readings can be large or run the other way; tested in mouse RAW 264.7 cells; note: potency is the fitted concentration of half-maximal effect; % is set by controls: 0 for no effect and ±100 for the full control effect; nearly all actives have a fitted effect of over 55% in size
USP2a block – qHTS Assay for Inhibitors of Ubiquitin-specific Protease USP2a Using CHOP2 as the Reporter; Ubiquitin carboxyl-terminal hydrolase 2 (Homo sapiens), O75604; USP2 core, Ub-CHOP2 coupled fluorogenic reporter, 485/531; Potency, µM (top dose mostly 38.3 µM), for inactives: at the top dose activity change, negative = inhibition, actives largely listed as inhibitors; 0.01% of 330,000 active;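 note: potency is the fitted concentration of half-maximal effect; plate controls were DMSO wells for no effect and full inhibition by NEM control for full effect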
Target sequence (O75604 whole entry, looked up): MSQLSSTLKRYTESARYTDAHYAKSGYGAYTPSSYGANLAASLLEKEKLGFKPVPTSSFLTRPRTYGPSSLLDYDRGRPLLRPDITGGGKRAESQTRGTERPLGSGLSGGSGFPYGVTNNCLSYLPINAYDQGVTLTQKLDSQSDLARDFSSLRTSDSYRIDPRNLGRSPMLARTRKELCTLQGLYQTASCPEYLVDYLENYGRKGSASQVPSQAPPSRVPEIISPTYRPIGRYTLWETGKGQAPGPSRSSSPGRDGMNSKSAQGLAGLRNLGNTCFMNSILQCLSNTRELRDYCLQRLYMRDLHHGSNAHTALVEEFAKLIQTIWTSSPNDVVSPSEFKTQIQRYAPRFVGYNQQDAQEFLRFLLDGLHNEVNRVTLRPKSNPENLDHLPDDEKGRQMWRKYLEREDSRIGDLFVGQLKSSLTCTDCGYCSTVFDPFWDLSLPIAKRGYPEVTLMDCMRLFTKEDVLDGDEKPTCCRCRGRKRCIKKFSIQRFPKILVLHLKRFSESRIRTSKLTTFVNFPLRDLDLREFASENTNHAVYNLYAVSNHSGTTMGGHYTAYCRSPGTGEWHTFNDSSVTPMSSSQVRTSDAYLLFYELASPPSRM
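Cell-free coupled assay: 10nM USP2 core preincubated 30min RT with compound in Tris-HCl pH 8.0/CaCl2/CHAPS buffer, then 25nM Ub-CHOP2 and 25nM reporter substrate; fluorescence (Ex 485/Em 531) read after 60min RT, normalized to NEM inhibition, concentration-response curves fitted.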
TCR act – Activators of T cell receptors: qHTS campaign; Potency, µM (doses to about 9.22 µM), without a hit: at the highest dose activation of IL-2 secretion, actives largely listed as activators; primary human leukocytes, anti-CD3, IL-2 HTRF, 48 h; 330,000 tested, under 10 active; note: % of control where 0% means no effect
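Activity was scored as IL-2 release from primary human leukocytes given only a TCR signal (a-CD3 beads) plus compound for 48 hr. Detection used a two-antibody HTRF format read at 665nm.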
Tb PFK inh – qHTS Assay to Find Inhibitors of T. brucei phosphofructokinase | T. brucei PFK, ADP-Glo luminescence | ATP-dependent 6-phosphofructokinase (Trypanosoma brucei brucei), O15648 | 0.17% of 330,000 active | Potency, µM (top dose mostly 57.5 µM), without a hit: top-dose activity, negative = inhibition, usual class: inhibitors;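 note: potency is the fitted concentration of half-maximal effect; 0% = uninhibited 1x PFK enzyme wells and -100% = no-enzyme wells; nearly all actives have a fitted effect of over 60% in size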
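Activity is normalized to no-enzyme wells (full inhibition) and 1.25 nM enzyme wells (no inhibition). Reaction: 0.5 mM F6P, 0.1 mM ATP, 45 min RT, ADP-Glo luminescence; concentration-response curves fitted and classed by quality.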
Mito fusion act – qHTS Assay for Small Molecule Inhibitors of Mitochondrial Division or Activators of Mitochondrial Fusion; S. cerevisiae fusion-defective mutant growth rescue, CellTiterGlo 48 h; Potency, µM (series often up to 46.1 µM), inactives show at the highest dose growth rescue (activation), most hits filed as activators; 0.23% of 320,000 active; AID 485298, 2010;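 note: potency is the fitted concentration of half-maximal effect; % of control where 0% means no effect; nearly all actives have a fitted effect of over 45% in size; temperature-sensitive fusion mutants such as fzo1-1 at 37 °C on non-fermentable ethanol glycerol medium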
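Luminescent cell viability in 1536-well qHTS format served as the measure of rescued growth in ts fusion-mutant S. cerevisiae cultured on non-fermentable YPEG for 48 hours at 37C.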
B2AR arrestin – qHTS assay of beta-arrestin-biased ligands of beta2-adrenergic receptor. Beta-2 adrenergic receptor (Homo sapiens), P07550. beta-arrestin recruitment to beta2AR, cell-based reporter. 0.02% of 330,000 active. Potency, µM (highest dose often 46.1 µM), without a hit: at the top dose activation, usual class: activators;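 note: potency is the fitted concentration of half-maximal effect; 0% = DMSO controls and full agonism = EC100 isoproterenol or metaproterenol; nearly all actives have a fitted effect of over 65% in size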
Target sequence (P07550 whole entry, looked up): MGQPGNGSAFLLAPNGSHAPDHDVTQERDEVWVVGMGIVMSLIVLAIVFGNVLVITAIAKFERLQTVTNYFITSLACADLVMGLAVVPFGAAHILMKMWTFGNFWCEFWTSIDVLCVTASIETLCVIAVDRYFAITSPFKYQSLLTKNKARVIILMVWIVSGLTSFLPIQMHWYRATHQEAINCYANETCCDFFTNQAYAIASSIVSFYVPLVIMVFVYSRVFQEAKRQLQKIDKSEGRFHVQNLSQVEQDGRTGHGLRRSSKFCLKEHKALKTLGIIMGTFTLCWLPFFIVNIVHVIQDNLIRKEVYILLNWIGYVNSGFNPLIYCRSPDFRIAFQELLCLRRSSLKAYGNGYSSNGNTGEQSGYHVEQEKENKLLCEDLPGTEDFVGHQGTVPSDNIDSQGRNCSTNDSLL
PTAP TSG101 blk – qHTS Assay for Iinhibitors of HIV-1 Budding by Blocking the Interaction of PTAP/TSG101; Fluorescence polarization, FITC-PTAP peptide / Tsg101 binding; Potency, µM (series often up to 115 µM), without a hit: at the highest dose activity change, negative = inhibition, actives largely listed as inhibitors; 340,000 tested, under 10 active; active = well fitted inhibition curve with a large enough effect in the main read-out, with a control signal flat, not every such curve was filed as active; inconclusive = small, poorly fitted or top-dose-only effect, or effect the other way, or a change in a side signal; inactive = no such curve, though single readings can be large or run the other way; note: potency is the fitted concentration of half-maximal effect; % of control where 0% means no effect
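Steps: Tsg101 binding domain dispensed (10 uM final), compounds pinned in DMSO, FITC-labeled PTAP-motif peptide added (50 nM final); after 20 min binding at room temperature, polarization measured.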
ELG1 repair inh – qHTS screen for small molecules that inhibit ELG1-dependent DNA repair in human embryonic kidney (HEK293T) cells expressing luciferase-tagged ELG1; HEK293T ELG1-luciferase reporter, luminescence, 16 h; DNA damage induced by 5-fluorouridine; Potency, µM (titrated, usually from 46.1 µM), for inactives: top-dose activity change, negative = inhibition, most hits filed as inhibitors; 2.3% of 330,000 active; AID 504467, 2011; note: potency is the fitted concentration of half-maximal effect; % is set by controls: 0 for no effect and ±100 for the full control effect; nearly all actives have a fitted effect of over 55% in size
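Reporter activity after DNA damage by 5-fluorouridine is monitored. Compound-treated cells incubate 16 hr at 37 °C, then ONE-Glo is added for 30 min before luminescence reading.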
Eya2 inh – qHTS Assay for Inhibitors of the Phosphatase Activity of Eya2; Protein phosphatase EYA2 (Homo sapiens), O00167; recombinant Eya2, OMFP fluorescence dephosphorylation (OMFP is methylfluorescein phosphate); Potency, µM (top dose mostly 76.9 µM), without a hit: top-dose activity, negative = inhibition, hits mostly inhibitors; 0.006% of 330,000 active; AID 488837, 2010; note: potency is the fitted concentration of half-maximal effect; % is set by controls: 0 for no effect and ±100 for the full control effect
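Eya2 (0.2 uM) preincubated 10 min at ambient with compound, then OMFP substrate added at 50 uM; 10 min reaction in 50 mM HEPES pH 7.5, 50 mM NaCl, 5 uM MgCl2, 0.05% BSA, 1 mM DTT. Fluorescence read at Ex 485/Em 525 nm.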
Numbers without * were called inactive; ? = inconclusive; · = no result given; [ ] = remark or other dose. Unless noted, calls come from the whole dose curve; as a rule, active = well fitted curve in the direction sought with a large enough effect; inconclusive = small, poorly fitted or top-dose-only effect, or another doubt; inactive = no such curve, though single readings can be large; an effect the other way counts as inactive or inconclusive. Outcome played no part in choosing rows; any-hit rate near 3%.

The line under a structure holds: Chronic BCR inh	TSHR antagonist	uPA surface inh	USP2a block	TCR act	Tb PFK inh	Mito fusion act	B2AR arrestin	PTAP TSG101 blk	ELG1 repair inh	Eya2 inh
OC[C@@H](O)[C@@H](O)[C@H](O)[C@H](O)CO
  2%	·	27%	-1%	0%	2%	3%	2.9%	-4%	2%	14%
COc1ccnc(N2CCN(c3ccccc3)CC2)c1C#N
  ?	-10	-2%	-1%	-5%	5%	11%	0.1%	-2%	?	0%
CCc1noc(C)c1C(=O)Nc1cc(C(F)(F)F)ccc1-n1cncn1
  ?	2	11%	2%	13%	-6%	11%	-0.4%	1%	24%	12%
C=C(C)Cn1c(SCC(=O)O)nnc1-c1ccc(OC)cc1
  -16%	1	0%	2%	3%	2%	-5%	0.0%	-9%	-1%	4%
CCn1c(SCC(=O)Nc2nccc(C)n2)nc2ccccc21
  ?	-1	3%	4%	5%	3%	6%	-1.2%	-3%	-6%	-5%
CCC(N=c1cc(-c2ccc(OC)c(OC)c2)oc2ccc(C)cc12)C(=O)O (stereo unspecified)
  ?	-9	0%	-1%	-22%[46.1 µM]	11%	-3%	2.6%	0%	?	-5%
CCOC(=O)N1CCN(C(=O)c2cn(C)c3ccc(S(=O)(=O)N(CC)CC)cc3c2=O)CC1
  -1%	3	9%	1%	-5%	16%	0%	-1.1%	-5%	1%	-1%
NC(=O)C1CC(=O)N(c2ccc(OCC(=O)NCc3ccccc3)cc2)C1 (stereo unspecified)
  0%	-7	1%	-3%	-4%	4%	-1%	0.2%	1%	-8%	1%
C/C(=C/C(=O)Nc1cccc(F)c1)N1CCCC1
  1%	-1	1%	1%	1%	-8%	4%	0.2%	-4%	8%	14%
COC(=O)/C=c1\sc2n(c1=O)C(C)=CC(C)(C)N=2
  ?	14	-3%	0%	-3%	-11%	-4%	-0.3%	1%	0%	31%
Cc1ccc(S(=O)(=O)c2c(C)nn(C(C)(C)C)c2OC(=O)CC(C)C)cc1
  4%	4	3%	-1%	0%	-5%	0%	0.1%	-3%	?	-8%
CCc1[nH]c(=O)[nH]c1C(C)S(=O)(=O)c1ccc(C)cc1 (stereo unspecified)
  -10%	1	-4%	1%	4%	-22%	-1%	0.1%	7%	8%	18%
COC(=O)c1ccc(CN(c2ccccc2Cl)S(C)(=O)=O)cc1
  4%	-1	-2%	0%	-4%	-2%	1%	-0.3%	-5%	3%	0%
CCOC(=O)CSC1=C(C#N)C(c2ccc(C)s2)CC(=O)N1 (stereo unspecified)
  ?	2	?	1%	-6%	1%	-5%	0.2%	-13%	?	1%
COc1cc(C(=O)NNC(=O)/C=C/c2ccccc2)cc(OC)c1OC
  ?	2	2%	0%	2%	3%	·	-0.1%	-8%	-25%	-15%
COc1ccc(-c2nc(CS(=O)CC(=O)NCc3ccc(Cl)cc3)c(C)o2)cc1OC (stereo unspecified)
  -2%	5	-8%	-1%	-4%	3%	-19%	-0.2%	-5%	-7%	-3%
COc1ccc(-c2c(NC(=O)c3ccco3)oc3c(C)cccc3c2=O)cc1
  -1%	15	5%	1%	-4%	-8%	-3%	-1.1%	-11%	?	?
COc1ccc(-c2ccc(SCC(=O)N3c4ccccc4CC3C)nn2)cc1OC (stereo unspecified)
  -7%	-4	?	3%	-11%	1%	4%	-0.1%	3%	16µM*	13%
CSc1cnc2c(N)nc(N(C)C)nc2n1
  14%	-1	-1%	3%	-2%[46.1 µM]	-5%	6%	0.8%	0%	17%	-3%
Cc1ccc(-c2nn3nnnc3c3ccccc23)cc1
  -1%	0	-2%	3%	2%	4%	5%	0.2%	-5%	-5%	?
Cc1ccccc1NC(=O)Nc1ccccc1C(=O)NCc1ccccc1
  -6%	6	10%	-1%	-30%	-1%	3%	-0.1%	0%	-9%	6%
CN(C)C(=O)N=NC(=O)N(C)C
  1%	-1	6%	0%	3%	?	-18%	0.4%	1%	?	15%
Cc1ccccc1S(=O)(=O)c1cc(C#N)c(=O)[nH]c1N
  -6%	4	-7%	-1%	7%	-1%	-4%	0.2%	-4%	11%	10%
Cc1cc(C)n(CC(O)CN(c2ccccc2)S(=O)(=O)c2ccc3ccccc3c2)n1 (stereo unspecified)
  -3%	4	-4%	-5%	-6%[46.1 µM]	13%	8%	-0.1%	1%	-17%	-7%
CCOc1cc(/C=C2\SC(=O)N(CC(=O)Nc3ccccc3F)C2=O)cc([N+](=O)[O-])c1O
  13%	-11	2%	-3%	-1%	-7%	-2%	0.5%	-3%	-13%	-1%
Cc1onc(-c2ccccc2)c1C(=O)NC(=S)Nc1sc2c(c1C#N)CCCC2
  ?	-1	4%	4%	1%[46.1 µM]	-9%	10%	0.4%	-1%	12%	6%
CCOc1ccc2c(c1)c(N=O)c(O)n2C
  -9%	3	-4%	8%	3%[46.1 µM]	-3%	1%	-0.4%	2%	23%	4%
COc1ccc2[nH]c(=O)c(CN(C(=O)C3CCCO3)c3cccc(C)c3)cc2c1 (stereo unspecified)
  -6%	-8	·	2%	·	1%	-1%	-0.4%	·	?	-27%
CCOC(=O)c1cc(CC)sc1/N=C/C1C(=O)CCCC1=O
  -3%	-5	-4%	0%	-5%	0%	-6%	0.0%	0%	12%	0%
COc1cc(S(=O)(=O)N(Cc2ccccc2)CC2CCCO2)ccc1-n1cnnn1 (stereo unspecified)
  7%	-17	3%	-1%	-1%	1%	21%	-0.1%	1%	-4%	5%
CCN(CC(=O)Nc1c(F)cccc1F)C(=O)c1cc(S(=O)(=O)N2CCOCC2)ccc1N1CCCC1
  6%	4	-15%	0%	-3%	?	-2%	-1.4%	-1%	1%	-10%
O=C(NC1CCCC1)C(NS(=O)(=O)c1cccc2nsnc12)c1ccccc1 (stereo unspecified)
  2%	-3	4%	0%	·	-1%	-1%	-0.3%	-7%	-1%	13%
Cc1cccc(C(=O)Oc2ccccc2C(=O)N2CCOCC2)c1
  1%	8	-7%	-1%	-1%	-1%	2%	0.1%	-1%	?	3%
Cc1ccc(C(=O)N[C@H](C(=O)Nc2ccc(N3CCOCC3)cc2)C(C)C)cc1
  -6%	1	-30%	-1%	1%	0%	-6%	-0.3%	1%	7%	21%
Cc1cc(NC(=O)c2cccs2)cc(-c2nc3ncccc3o2)c1O
  0%	13	7%	2%	4%	1%	-2%	-0.3%	2%	5%	-5%
CCN(CC)C(=O)CSc1nc2cc(OC)c(OC)cc2c(=O)n1Cc1ccc(Cl)cc1
  9%	8	2%	2%	1%	-2%	4%	-0.3%	0%	?	-13%
CCN(CC)S(=O)(=O)c1cccc(C(=O)/C=C2/N(C)c3ccccc3C2(C)C)c1
  7%	?	0%	-2%	-3%[46.1 µM]	0%	1%	-1.8%	13%	?	1%
CCN(CC)c1ccc(NC(=O)c2ccc(Cl)nc2)cc1
  -3%	21	-11%	2%	3%	6%	-2%	0.5%	-5%	-9%	1%
Cn1c(=O)c2c(-c3ccccc3)n(N3CCOCC3)cc2n(C)c1=O
  4%	-5	0%	3%	5%	-2%	-4%	0.1%	-4%	13%	-4%
CCc1cc(C(=O)NCC(c2cccs2)N2CCOCC2)sc1C (stereo unspecified)
  -2%	9	6%	-1%	0%	-8%	10%	-0.1%	1%	7%	18%
c1ccn2c(SCc3cn4ccsc4n3)nnc2c1
  1%	1	5%	-1%	1%	-4%	-2%	0.0%	-7%	?	-9%
CCC(C)NCCOCCOc1ccc(F)cc1 (stereo unspecified)
  ?	12	-1%	0%	·	-3%	-2%	-0.2%	-3%	9%	15%
O=C(O)c1c(NC(=O)N2CCCC2)sc2c1CCCC2
  ?	-8	4%	4%	4%	7%	-60%[inhibitor]	0.4%	-14%	-8%	7%
